High-throughput results as filed in PubChem BioAssay.
STK33 inh – inhibitors of purified STK33 kinase, primary screen, biochemical, ADP-Glo luminescence, homogeneous, cell-free; Serine/threonine-protein kinase 33 (Homo sapiens), Q9BYT3; MBP phosphorylation; AID 2661, 2010; actives 0.073% (n = 320,000); inhibition, % at 10 µM;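 active = inhibition at or above 25%, using the most active replicate where run in duplicate; inactive = inhibition below 25%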
Target sequence (Q9BYT3 whole entry, looked up): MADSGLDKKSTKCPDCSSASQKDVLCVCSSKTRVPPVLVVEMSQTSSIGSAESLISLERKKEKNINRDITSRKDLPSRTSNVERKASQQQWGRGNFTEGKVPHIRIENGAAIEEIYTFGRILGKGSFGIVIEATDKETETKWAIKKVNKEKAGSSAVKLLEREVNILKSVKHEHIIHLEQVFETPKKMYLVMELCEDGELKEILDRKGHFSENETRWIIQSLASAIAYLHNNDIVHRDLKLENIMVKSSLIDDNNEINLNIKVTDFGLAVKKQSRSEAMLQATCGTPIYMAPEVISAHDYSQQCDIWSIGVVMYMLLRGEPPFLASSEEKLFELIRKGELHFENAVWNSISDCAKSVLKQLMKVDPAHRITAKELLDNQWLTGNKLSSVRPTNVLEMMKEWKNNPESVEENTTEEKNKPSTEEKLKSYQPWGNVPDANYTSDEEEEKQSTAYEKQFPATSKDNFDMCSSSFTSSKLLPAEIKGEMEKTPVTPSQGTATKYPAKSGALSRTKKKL
Kir21 block – inhibitors of mouse Kir2.1 inward-rectifier potassium channel; Inward rectifier potassium channel 2 (Mus musculus), P35561; HEK293-Kir2.1, FluxOR thallium flux fluorescence; stronger effect = lower value; B-score at 10 µM; actives 0.85% (n = 310,000); AID 1672, 2009;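 active = fluorescence ratio B-score at or below minus 3 SD of library scores, with starting-brightness B-score within 2 SD, cut at about -4.2 in these data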;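 note: channel flux triggered by added potassium and thallium sulfate stimulus; B-score of peak minus minimum fluorescence over baseline after thallium stimulus; more negative B-score means stronger Kir2.1 block with less thallium influx; some compounds called inactive have numbers as strong as hits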
Target sequence (P35561 whole entry, looked up): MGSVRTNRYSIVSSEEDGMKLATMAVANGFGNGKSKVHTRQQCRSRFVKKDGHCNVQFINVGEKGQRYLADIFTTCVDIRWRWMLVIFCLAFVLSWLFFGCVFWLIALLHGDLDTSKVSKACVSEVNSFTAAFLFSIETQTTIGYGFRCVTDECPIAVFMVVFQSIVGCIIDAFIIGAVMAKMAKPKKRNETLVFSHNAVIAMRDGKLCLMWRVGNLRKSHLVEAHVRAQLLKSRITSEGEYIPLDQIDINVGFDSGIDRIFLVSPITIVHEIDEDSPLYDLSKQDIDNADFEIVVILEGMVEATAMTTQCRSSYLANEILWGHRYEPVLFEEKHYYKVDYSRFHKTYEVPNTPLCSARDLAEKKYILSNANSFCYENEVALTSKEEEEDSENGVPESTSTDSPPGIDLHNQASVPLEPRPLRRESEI
Starred values were filed as active, the others as inactive; / = no result given.

molecule,STK33 inh,Kir21 block
COc1ccc(C)cc1N(CC(=O)NCCSCc1ccco1)S(=O)(=O)c1ccc(C)cc1,-2.2,-4.1
CCCCOc1ccc(NC(=O)Cn2c(=O)ccc3c(C)cc(C)nc32)cc1,1.1,0.31
COc1ccc(-n2c(SC3CCOC3=O)nc3ccccc3c2=O)cc1OC (stereo not drawn),-1.1,2.5
O=C(Nc1ccc(Cl)c(C(F)(F)F)c1)[C@@H]1CC=C[C@@H]2CCN(C3CC3)C(=O)[C@@H]21,-0.3,-0.57
O=C(NCc1ccccc1)c1cc2ccccc2o1,2.1,0.63
COc1ccccc1CN1CC(C(=O)NCc2c(F)ccc(C)c2F)CCC1=O (stereo not drawn),-1.2,0.59
COc1ccc(C)cc1NC(=O)CSc1nnc(-c2ccc(Br)cc2)o1,-1.4,-0.98
O=C(Nc1cccc(Cl)c1)NC1CCCCC1,-0.9,0.78

Nothing new here: 6 of the compounds above.
molecule,STK33 inh,Kir21 block
COc1ccc(C)cc1N(CC(=O)NCCSCc1ccco1)S(=O)(=O)c1ccc(C)cc1,-2.2,-4.1
CCCCOc1ccc(NC(=O)Cn2c(=O)ccc3c(C)cc(C)nc32)cc1,1.1,0.31
COc1ccc(-n2c(SC3CCOC3=O)nc3ccccc3c2=O)cc1OC (stereo not drawn),-1.1,2.5
O=C(Nc1ccc(Cl)c(C(F)(F)F)c1)[C@@H]1CC=C[C@@H]2CCN(C3CC3)C(=O)[C@@H]21,-0.3,-0.57
O=C(NCc1ccccc1)c1cc2ccccc2o1,2.1,0.63
COc1ccccc1CN1CC(C(=O)NCc2c(F)ccc(C)c2F)CCC1=O (stereo not drawn),-1.2,0.59

The listing continues.
molecule,STK33 inh,Kir21 block
Nc1[nH]n2c(=O)cc(-c3ccccc3)nc2c1N=Nc1ccc2c(c1)OCO2,-0.2,3.5
CN(Cc1cccc(F)c1)C(=O)c1ccc(S(=O)(=O)C(F)F)cc1,-0.3,2.2
CCOC(=O)/C=C1\SC(C)C(=O)N1CC(=O)N(CCC#N)c1ccccc1 (stereo not drawn),-0.9,/
Fc1ccc2c(c1)[C@H]1OCC[C@H]1[C@@H](c1ccco1)N2,1.1,0.06
Cc1cc(Cl)ccc1NC(=O)CN1CCN(C(=O)c2ccco2)CC1,-2.8,-0.99
O=C(NCc1ccc(Cl)cc1)c1nccnc1CO,-0.1,-0.59
CN(C)C1=NC[C@H](Cc2ccccc2)N1CC1CCCCC1,0.2,/
Cc1ccc(NS(=O)(=O)c2cccc(C(=O)NC3CC3)c2)c(C)c1,-2.5,/

Single entries from the results shown:
Entry for CN(C)C1=NC[C@H](Cc2ccccc2)N1CC1CCCCC1 under STK33 inh: 0.2
Entry for Cc1ccc(NS(=O)(=O)c2cccc(C(=O)NC3CC3)c2)c(C)c1 under STK33 inh: -2.5

Continuation:
molecule,STK33 inh,Kir21 block
O=C(/C=C/c1cccc([N+](=O)[O-])c1)c1cccs1,0.9,-0.14
CCCCCCCCCC(=O)NNC(=O)c1c(O)c2ccccc2n(CC)c1=O,0.8,-1.3
CN(/N=C/c1ccc(Br)o1)C1=NS(=O)(=O)c2ccccc21,-0.9,1.3
CCc1nnc(N/N=C/c2ccc(-c3ccc([N+](=O)[O-])cc3)o2)n1N,-0.7,1.5
CS(=O)(=O)N(CC(=O)NCc1ccncc1)c1ccc(F)c(Cl)c1,-1.5,-0.74
COC(=O)c1cc(S(=O)(=O)N2CCN(c3cccc(C)c3)C(C)C2)c[nH]1 (stereo not drawn),-1.5,-1.1
CCOc1ccc(OCC)c(NC(=O)C2CCCN(S(=O)(=O)c3c(C)noc3C)C2)c1 (stereo not drawn),-0.6,0.47
Cc1ccc(C)c(C(=O)CCC(=O)N2CCN(c3cccc(C(F)(F)F)c3)CC2)c1,-1.1,/
CCc1noc(C)c1C(=O)NNC(=O)COc1ccc(C)cc1,-0.9,0.56
Cc1ccc(NC(=O)CSc2nc(O)cc(=O)n2C)cc1,-0.2,0.86
COc1ccc(S(=O)(=O)N2CCCC2CNC(=O)c2cccc(OC)c2)cc1 (stereo not drawn),-1.9,-1.3
O=C(Nc1ccccc1F)c1ccccc1-c1ccccc1,-1.0,-3.6
COc1ccc(OC)c(NC(=O)C2CCN(c3ncccn3)CC2)c1,-0.8,-1.5
COc1cccc(C(=O)C[n+]2ccccc2/C=N/O)c1,1.4,-3.1
c1ccc2c(c1)CCN(c1nc(CN3CCOCC3)nc3sc4c(c13)CCCC4)C2,-1.4,-1
CCN1CCN(S(=O)(=O)c2ccc(Cl)c(C(=O)Nc3nnc(CC(C)C)s3)c2)CC1,-1.4,-0.8
CC(=O)c1c(C)[nH]c(C(=O)OCC(=O)NCCc2ccc(F)cc2)c1C,-1.1,-0.48
O=C(O)c1cc(-c2ccc(O)cc2)nc2ccccc12,0.8,1.1
CCOC(=O)/C(C(=O)Nc1ccc(Br)cc1)=C1/NC(C)(C)Cc2ccccc21,2.9,0.3
O=C(O)CC/C(=N\Nc1ccc([N+](=O)[O-])cc1)c1ccccc1,-1.0,-0.66
CC(=O)c1sc(N/N=C2\CC3CC2C(C)C3(C)C)nc1C (stereo not drawn),-0.2,-1.2
C=CCNC(=S)N1CCN(CCN=CC2=C(O)CC(c3ccco3)CC2=O)CC1 (stereo not drawn),-1.0,0.33
COC(=O)c1sccc1NC(=S)Nc1cc(C)cc(C)c1,-1.0,0.03
O=C(c1ccc(Cl)cc1)N1CCCC(C(=O)N2CCCCC2)C1 (stereo not drawn),0.2,1.2
CCN1CCN(c2cc(SC(C)C)nc(-c3ccc(OC)cc3)n2)CC1,/,0
CCOC(=O)CSc1cc(=O)n(C)c2cc(Cl)ccc12,-0.8,-0.01
COC(=O)c1nc2n(n1)C(c1ccc(OC)c(OC)c1)C(C(=O)OC1CCCCC1)=C(C)N2 (stereo not drawn),-6.4,0.48
CCCN(c1ccccc1F)S(=O)(=O)c1cc(-c2cc(C)no2)ccc1OC,0.7,-1.2
Cc1ccc2oc3nc(C)c(C(=O)Nc4cccc(C(F)(F)F)c4)cc3c(=O)c2c1,-0.7,-1.8
C/C(=N/NC(=O)CN1CCN(Cc2ccccc2Cl)CC1)c1ccncc1,-1.2,-0.59
COc1ccccc1C1=NOC(C)(c2sc(-c3ccccc3)nc2C)C1 (stereo not drawn),-2.5,0
CCOC(=O)C1(Cc2ccc(OC)cc2)CCN(C(=O)CN2CCN(CC)CC2)CC1,-0.7,-0.11
Cc1cc(C)n(C2CC(=O)N(c3ccccc3)C2=O)n1 (stereo not drawn),-0.7,0.4
O=C(N/N=C/c1ccc(Sc2nc3ccccc3[nH]2)o1)c1ccncc1,1.4,2.4
CC(C)(C)NC(=O)C(c1ccc(O)cc1)N(C(=O)CCC(=O)Nc1nccs1)c1ccc(F)cc1 (stereo not drawn),-0.8,-0.98
Cc1ccc(C(=O)NNC(=O)C2CCCN(c3ncccn3)C2)cc1 (stereo not drawn),-0.3,-2.6
Cn1c(SCC(=O)c2ccc(F)cc2)ncc(C(=O)Nc2ccccc2)c1=O,-1.7,-1
O=C(COC(=O)Cn1cnc2ccccc21)Nc1cccc(S(=O)(=O)N2CCOCC2)c1,-0.9,0.01
COc1ccc(-n2c3c(cc(C(=O)NCc4ccco4)c2=O)C(=O)CC(C)(C)C3)cc1,-0.9,0.04
CCC(C)NS(=O)(=O)c1ccc(OCC(=O)NCc2cccnc2)cc1 (stereo not drawn),-0.5,-1.9
Oc1cccnc1SCc1ccccc1,-0.9,-2.5
CC(=O)c1c(C)n(-c2ccccc2)c2ccc(O)cc12,-1.7,0.02
Cc1cc(N2CCN(C(=O)Nc3ccc(F)cc3F)CC2)c2ccccc2n1,-2.7,-1.3
O=C(CN1C(=O)NC2(CCCC2)C1=O)OCc1ccccc1,-0.8,/
Cn1c(=O)oc2cc(S(=O)(=O)N3CCC(C(=O)NCC4COc5ccccc5O4)CC3)ccc21 (stereo not drawn),0.4,/
COc1ccc(-c2cc(-c3cccs3)c(C#N)c(SCC(=O)NCc3ccco3)n2)cc1,-2.3,/
O=C(Cn1cnc2c(oc3nc4c(cc32)CCCC4)c1=O)Nc1ccccc1,-0.4,0.3
COc1ccc(F)c(CN2CCCC(CNS(=O)(=O)c3cccc4cccnc34)C2)c1 (stereo not drawn),-0.8,-0.83
CC1(C(=O)O)C=CCN1C(=O)c1ccccc1 (stereo not drawn),-1.6,0.8
O=c1oc(CCO)cc2ccccc12,-0.1,/
C/C(=N\NC(=O)c1cc(C)nc2ccccc12)c1ccc([N+](=O)[O-])cc1,-1.9,-3
CCOC(=O)CNC(=O)CSc1nc2ncc(Br)cc2[nH]1,0.6,0
CCCCn1c(N)c(N(Cc2ccccc2OC)C(=O)c2cc(CC)c(C)s2)c(=O)[nH]c1=O,0.4,/
O=C(CN1Cc2ccccc2C1=O)Nc1ccc2c(c1)OCCO2,0.0,0.47
COc1cc(/C=N\Nc2nc3ccccc3o2)cc(OC)c1OC,-1.0,0.68
COc1ccc(NC(=O)CSc2nnc(C3CCCCC3)n2N)cc1,-1.4,-0.93

The list continues:
mol,STK33 inh,Kir21 block
CC(OC(=O)CCC(=O)c1cccs1)C(=O)Nc1ccc(Cl)cn1 (stereo not drawn),-0.6,-0.01
O=C(NCc1ccccc1)c1cc[n+]([O-])cc1,-1.0,0.01
Cc1nn(-c2ccc(C(=O)N3CCN(S(=O)(=O)c4ccccc4C(F)(F)F)CC3)cc2)c(C)c1Cl,0.1,/
CCn1cc(C2=NOC(C(=O)Nc3cccc(C(C)=O)c3)C2)c(C)n1 (stereo not drawn),-1.9,-3.4
CC(C)(C)c1cc[n+](CC(=O)Nc2cc(C(F)(F)F)ccc2N2CCOCC2)cc1,0.3,-1.3
Cc1ccc(C(=O)Nc2c(C)cc(-c3ccc(Cl)cc3)oc2=O)cc1,-2.0,-1
Cn1ncc(C#N)c1/N=C/N1CCCCC1,0.0,2.1
CCOC(=O)CCNC(=O)N1CCCC(Cc2ccccc2)(C(=O)OCC)C1 (stereo not drawn),0.0,-0.26
Cc1nc(N)c2c(Cc3cccc4ccccc34)nn(C(C)(C)C)c2n1,-0.4,-0.19
Cc1noc(C)c1C(=O)OCC(=O)NC(=O)NC12CC3CC(CC(C3)C1)C2,0.4,1.4
COCCSc1nnc(NC(=O)c2ccc(NC(=O)C(C)C)cc2)s1,-1.2,1.5
Nc1c(S(=O)(=O)c2cccs2)c2nc3ccccc3nc2n1/N=C/c1cccc(O)c1,-0.8,2
CC1CC(=O)N(CC(=O)Nc2ccc(F)cc2F)c2ccccc2S1(=O)=O (stereo not drawn),-2.0,0.47
O=C(Nc1cccc([N+](=O)[O-])c1)C1C2CCCCC21 (stereo not drawn),-0.3,1.3
CCc1cc2cc(C)cc(C)c2nc1SCC(=O)N1CCCC1,-1.9,/
Cc1ccccc1CS(=O)(=O)CC(O)CN1CCCC1=O (stereo not drawn),-1.2,0.5
O=C(CN(Cc1ccccc1Cl)C(=O)c1csnn1)NCc1ccc2c(c1)OCO2,-1.0,-0.34
CC(Oc1ccc2c(-c3ccccc3)cc(=O)oc2c1)C(=O)NCCN1CCOCC1 (stereo not drawn),0.8,-0.53
Cc1ccnc(NC(=O)CCC(=O)N(CC(=O)NCCc2ccccc2)c2ccccc2F)c1,0.0,-0.3
CC(C)CN(CC(C)C)C1=N/C(=C\c2ccco2)C(=O)N1c1ccccc1,0.3,1.4
Cc1noc(NS(=O)(=O)c2ccc(NC(=O)c3oc4ccc(Cl)cc4c3C)cc2)c1C,0.9,0.54
Cc1ccc(NC(=O)NC(=O)c2ccccc2)cc1F,-1.0,0.05
Cc1[nH]c2ccccc2c(=O)c1SC(F)(F)C(F)C(F)(F)F (stereo not drawn),-0.8,-1.5
CN(C(=O)c1ccccc1Cl)C1CCCCC1,5.4,-0.29
COc1ccc(C)cc1NC(=O)CN(C)S(=O)(=O)c1cccs1,0.1,1.5
COc1ccc(N2C(=O)C(C)(C)C2c2c(O)ccc3ccccc23)cc1 (stereo not drawn),0.6,0.05
Cc1cccc(SCC(=O)Nc2ccccc2[N+](=O)[O-])c1,0.4,0.94
Cc1nc(-c2ccc(Br)cc2)ccc1C(=O)O,0.0,0
Cc1cc(C(=O)N2CCN(c3ccc([N+](=O)[O-])cc3)CC2)co1,-1.1,1.3
COc1cccc(-c2nc(CS(=O)(=O)CC(=O)NCc3ccccc3)c(C)o2)c1,-0.5,1
CS(=O)(=O)c1ccc(Cl)c(NC(=O)COC(=O)CNC(=O)c2ccccc2)c1,-1.0,-0.46
COC(=O)C1=C(C)N(Cc2ccccc2)C(=NCc2cccc(C(F)(F)F)c2)N[C@H]1c1cccc(C(F)(F)F)c1,4.3,/
O=C(NCc1ccc2c(c1)OCO2)c1ccc(-c2ccc(Cl)cc2)o1,-1.0,-0.44
Cc1ccc(NS(=O)(=O)c2ccc3c(c2)n(C)c(=O)n3C)cc1,0.5,-0.64
Oc1ccc(C2Nc3cccc4cccc(c34)N2)c(O)c1,2.8,0.06
CC(C)CCNC(=O)NC(=O)COc1c(F)c(F)cc(F)c1F,-0.6,0.13
COc1ccccc1-n1cnnc1SCC(=O)Nc1cccnc1Cl,0.1,0.16
CC(=O)Nc1ccc(S(=O)(=O)Oc2ccc(/C=N/NC(=O)c3ccc(Cl)cc3)cc2)cc1,-0.8,-0.08
COc1ccc2cc3cc(C(=O)NCc4ccco4)oc3nc2c1,/,-1.5
COc1ccc(Cc2nn3c(-c4cc(OC)c(OC)c(OC)c4)nnc3s2)cc1,-2.3,0.39
